Growth percent in the NCI-60 one-dose screen (48 h, 10 µM unless noted): 100 = growth as untreated, 0 = no growth, -100 = all killed.
HL-60(TB): HL-60(TB) leukemia cells; AID 1794776; actives 9% (n = 78,000); active = growth percent below 10
Active calls of the source: *; & = joins results of further samples. A portion of the library; count on the stated rates, not on these rows.

SMILES	HL-60(TB)
Clc1nc(Cl)c(C2CC(c3ccc(Br)cc3)=NN2c2ccccc2)s1 (configuration not stated)	70
CN(C)c1ncnc2c1ncn2C1CCCCO1 (configuration not stated)	96
O=C(COc1ccccc1)Oc1c(Cl)c(Cl)c(Cl)c(Cl)c1Cl	109
CC1(C)N=C(N)N=C(N)N1c1ccc(C(=O)Nc2ccc(S(=O)(=O)F)cc2)cc1	102
CCCCc1nc2c(N)nc3ccccc3c2n1Cc1ccc(C(=O)NC)cc1	119
Cc1cc(NC(=O)C(Cl)Cl)cc2c1OCO2	132
N#C/C(=C\c1ccc(N2CCCCC2)cc1)C(=O)Nc1sc2c(c1C#N)CCC2	99
COc1ccc(NC(=O)CN2CCN(c3ncnc4c3cnn4-c3ccccc3)CC2)cc1	83
CCCCCCCn1c(=O)c2c(nc(NCCc3ccc(OC)c(OC)c3)n2C)n(C)c1=O	95
COC1OC2COC(c3ccccc3)OC2C(OC(=O)c2ccccc2)C1OC(=O)c1ccccc1 (configuration not stated)	71
Cc1cc(Cl)cc2c1OCN(Cc1ccccc1)C2	108
Nc1nc(=O)n(C2CCCO2)cc1Br (configuration not stated)	111
COc1ccccc1NC(=O)c1ccc(NC(=O)CCl)s1	-54*
CCCCCCCCCCCCCCCC[N+]1(C)CCOCC1	-60*
Nc1n[nH]c2cccc(C#Cc3cccc(C(=O)Nc4cc(CN5CCOCC5)cc(C(F)(F)F)c4)c3)c12	17
Cc1ccc(OCCOCCOCCOc2ccc(C)n(O)c2=S)c(=S)n1O	38
OC(Cc1ccccc1)(c1ccccc1)C(O)(Cc1ccccc1)c1ccccc1 (configuration not stated)	63
NCCn1cc(-c2nc(-c3c[nH]c4ncccc34)cs2)c2ccccc21	78
Cn1ccc2c3nnn(Cc4ccccc4)c3ccc21	121
Cc1cnc(C(=O)Nc2nc3ccc(S(=O)(=O)Nc4ccc(C5(C(F)(F)F)CC5)cc4)cc3[nH]2)cn1	-25*
COc1cnc2c(c1)C(=O)c1c-2n(CCCBr)c(=O)c2cc([N+](=O)[O-])ccc12	5.7*
Nc1ccc(C(=O)Nc2ccc(Nc3ccncc3)cc2)cc1	82
O=C(O)c1ccc(-n2cc(CNc3cccc(OC(F)(F)F)c3)c(-c3ccc(F)cc3)n2)cc1	80
COC(=O)c1ccc2c(c1)nc(-c1cc3ccccc3[nH]c1=O)n2-c1ccc(Cl)cc1	62
COc1ccc2c(c1)/C(=C\c1c[nH]c3ccc(OC)cc13)C(=O)N2	21

Some of these compounds in order of formula weight, lowest first.
SMILES	HL-60(TB)
CN(C)c1ncnc2c1ncn2C1CCCCO1 (configuration not stated)	96
Nc1nc(=O)n(C2CCCO2)cc1Br (configuration not stated)	111
Cc1cc(NC(=O)C(Cl)Cl)cc2c1OCO2	132
Cc1cc(Cl)cc2c1OCN(Cc1ccccc1)C2	108
Nc1ccc(C(=O)Nc2ccc(Nc3ccncc3)cc2)cc1	82
COc1ccccc1NC(=O)c1ccc(NC(=O)CCl)s1	-54*
CCCCCCCCCCCCCCCC[N+]1(C)CCOCC1	-60*
CCCCc1nc2c(N)nc3ccccc3c2n1Cc1ccc(C(=O)NC)cc1	119
OC(Cc1ccccc1)(c1ccccc1)C(O)(Cc1ccccc1)c1ccccc1 (configuration not stated)	63
O=C(COc1ccccc1)Oc1c(Cl)c(Cl)c(Cl)c(Cl)c1Cl	109
CC1(C)N=C(N)N=C(N)N1c1ccc(C(=O)Nc2ccc(S(=O)(=O)F)cc2)cc1	102
COC(=O)c1ccc2c(c1)nc(-c1cc3ccccc3[nH]c1=O)n2-c1ccc(Cl)cc1	62
COc1ccc(NC(=O)CN2CCN(c3ncnc4c3cnn4-c3ccccc3)CC2)cc1	83
Clc1nc(Cl)c(C2CC(c3ccc(Br)cc3)=NN2c2ccccc2)s1 (configuration not stated)	70
CCCCCCCn1c(=O)c2c(nc(NCCc3ccc(OC)c(OC)c3)n2C)n(C)c1=O	95
O=C(O)c1ccc(-n2cc(CNc3cccc(OC(F)(F)F)c3)c(-c3ccc(F)cc3)n2)cc1	80
Cc1cnc(C(=O)Nc2nc3ccc(S(=O)(=O)Nc4ccc(C5(C(F)(F)F)CC5)cc4)cc3[nH]2)cn1	-25*
Nc1n[nH]c2cccc(C#Cc3cccc(C(=O)Nc4cc(CN5CCOCC5)cc(C(F)(F)F)c4)c3)c12	17

Additional entries follow:
SMILES	HL-60(TB)
CN1CCN(Cc2ccc(NC(=O)c3cncc(C#Cc4cnc5ccc(N[C@H]6CCOC6)nn45)c3)cc2C(F)(F)F)CC1	-54*
O=C1Nc2c3c(nn2N=Nc2ccccc21)CCCCC3	81
COc1cc2c(cc1OCCCCCn1c(-c3ccc(OCc4ccccc4)cc3)nc3cc(N4CCOCC4)ccc31)N=C[C@@H]1CCCN1C2=O	13
O=C(Cn1ccnc1)NC(c1ccccc1)c1ccccc1	97
CCOc1ccc(Nc2ccc(N)c(S(=O)(=O)O)c2)cc1	96
CO[C@H]1CSS[C@@H]1Cn1nc(-c2ccc(Oc3ccccc3)cc2)c2c(N)ncnc21	9.0*
CCOC(=O)C1=C(c2ccccc2)N=C2SC3C(=NN(c4ccccc4)C3c3ccc(Br)cc3)N2C1c1ccc(Br)cc1 (configuration not stated)	105
O=C1CCC(N2C(=O)c3ccccc3C2=O)C(=O)N1 (configuration not stated)	90&76
COc1cc(/C=C(\C#N)C(=O)c2ccccc2)ccc1OCc1ccccc1	103
O=C(Cn1cccc(NC(=O)OCc2ccccc2)c1=O)Nc1ccccc1	121
CC(Cc1cccc2ccccc12)C(N)=O (configuration not stated)	100
CN1C(=O)C(Br)(Br)CC1c1cccnc1 (configuration not stated)	106
Cc1cc2nc(CO)[nH]c2cc1C	90
Cc1nc2ccccc2c(/C=C/c2ccccc2)c1C(=O)/C=C/c1ccc(C(F)(F)F)cc1	-27*
CN(C)CCn1c2ccc(N)cc2c2nc3ccccc3nc21	12
O=C(OCCN1CCCCC1)c1noc2cc([N+](=O)[O-])ccc12	99
CNc1nc2c(s1)C(c1cccc(F)c1)CC(=O)N2 (configuration not stated)	98
CN(C)Cc1c[nH]c2ccccc12	109
COc1ccc(-c2ccc(-c3ccc(C(=N)N)c(F)c3)s2)cc1	-79*
O=c1nc2c(-c3nc(-c4ccccc4Cl)no3)n[nH]n2c2sc3c(c12)CCCC3	104
O=C(O)c1c[nH]c2nccnc12	118
O=c1cc(-c2ccccc2)nc2c(Cl)cc(Cl)cn12	112&106
CCN(CC)CCC(=O)c1cc(-c2ccccc2)oc1-c1ccccc1	60
CCCCCCN(CCCCCC)c1ccc(/C=C2/SC(=O)NC2=O)c(C)c1	77
c1ccc(C2=NN(c3ccccc3)C(c3ccccc3)C2)cc1 (configuration not stated)	101
(more compounds)
SMILES	HL-60(TB)
CC1=C(SCCC(=O)OC(C[Se]C2=C(C)C(=O)c3ccccc3C2=O)C(=O)NC(C)(C)C)C(=O)c2ccccc2C1=O (configuration not stated)	8.8*
COc1ccc(-c2cnc(NC(=O)CCCCCCNC(=O)C(O)(O)C(F)(F)F)s2)cc1	11
CC(C)C1c2ccc(O)cc2Oc2nc(N)c(C#N)c(N)c21 (configuration not stated)	102
CCCCC(CCN)(c1cccs1)c1cccs1	85
O=C(Cn1cc(CN2C(=O)c3ccccc3S2(=O)=O)nn1)Nc1ccc([N+](=O)[O-])cc1Cl	95
O=c1[nH]c(=S)[nH]c(=O)n1-c1ccc2c(c1)OCO2	97
CCCCCCOC(=O)CC[C@@H](C)[C@H]1CC[C@H]2[C@@H]3[C@H](OC(=O)CCN)C[C@@H]4C[C@H](OC(=O)CCN)CC[C@]4(C)[C@H]3C[C@H](OC(=O)CCN)[C@]12C	54
Cc1nc2ccccc2n1C(=O)CN1CCOCC1	104
O=C(NNc1nc2cc(Cl)ccc2n2cccc12)c1cnccn1	23
COc1ccc(-n2cnc3ccccc3c2=O)cc1	66
Nc1ccccc1CCO	100
CCCc1c(C(=O)NC2CCN(Cc3ccccc3)CC2)cnn1-c1ccccc1	104
CS(=O)(=O)Nc1ccc(C(=O)/C=C2/C(=O)Nc3ccc(F)cc32)cc1	97
CS(=O)(=O)Nc1cc(-c2ccc3ncnc(Nc4ccc5[nH]ncc5c4)c3c2)cnc1Cl	55
Fc1ccc(N2COOC3(CCCCCC3)OOC2)cc1	89
CC(=O)O[C@H]1C(=O)[C@@]2(C)[C@H]([C@H](OC(=O)c3ccccc3)[C@]3(O)C[C@H](OC(=O)[C@H](OC(=O)OCC4COC(C)(C)O4)[C@@H](NC(=O)c4ccccc4)c4ccccc4)C(C)=C1C3(C)C)[C@]1(OC(C)=O)CO[C@@H]1C[C@@H]2O (some centres not stated)	13
Nc1nc(-c2ccccc2)c(N=Nc2ccc([N+](=O)[O-])cc2Cl)s1	98
C#CCOC(=O)[C@]1(C)CCC[C@]2(C)[C@H]3C[C@H]4C(C(C)C)=C[C@]3(CC[C@H]21)[C@@H]1C(=O)OC(=O)[C@@H]14	89
CCOC(=O)C(=O)Nc1c(CC)cccc1C(C)CC (configuration not stated)	84
Cc1ccc([C@@H]2C[C@@H]3Cc4ccccc4N2O3)o1	99
CCOC(=O)CC(=O)c1c(C)cc(C)cc1C	91
CC(C)(C)c1ccc(OCCCCCCCN2CCNCC2)cc1	-41*
C[C@]12CC[C@@H]3c4ccc(O)cc4CC[C@H]3[C@@H]1CC[C@@H]2NS(=O)(=O)Cc1ccc(Cl)cc1	26
COc1ccc(-c2c(N)c(=O)n(C)c3ccccc23)cc1	79
C#CCOc1ccc(C2=NN(CCC)C3N=C(Cl)c4ncn(CCC)c4N23)cc1OCC#C (configuration not stated)	100
New compounds follow.
SMILES	HL-60(TB)
Nc1nc(-c2ccccc2)cc(-c2cnn(-c3ccccc3)n2)n1	107
Nc1cccc(C(=O)NO)c1	111
CC(C)CN(CC(C)C)c1ccc([N+](=O)[O-])cc1[N+](=O)[O-]	74
COC(=O)/C=C/N1CCCC1	101
Cc1oc(-c2ccc(Cl)cc2)nc1/C=C/C(=O)c1ccc(F)cc1	96
CCCCCN(CCCCC)CC(O)c1ccc2cc(Br)c3ccccc3c2c1 (configuration not stated)	103
NS(=O)(=O)c1ccc(CCn2c(SCc3ccc(Cl)cc3)nc3ccccc3c2=O)cc1	84
CC[N+](CC)=c1ccc2nc3c(cc(N)c4ccccc43)oc-2c1	-56*
N/C(=N\N=C\c1cc2ccccc2[nH]1)N/N=C/c1cc2ccccc2[nH]1	101
COc1ccc(C(=O)Nn2c(N)cc3ccccc3c2=O)cc1	100
C/C(CC(C)C)=N/NC(N)=S	86
c1ccc(Nc2csc(Nc3cnccn3)n2)cc1	100
CC1COc2c(N3CCN(C)CC3)c(F)cc3c(=O)c(C(=O)NNC(=S)Nc4ccc(Cl)cc4)cn1c23 (configuration not stated)	109
CCOC(=O)CCC(NC(C)=O)(C(=O)OCC)C(=O)OCC	104
CC(=O)Nc1cc2c(c(Cl)c1Cl)-c1ccccc1C2=O	95
CC(C)CCC1=C(O)c2ccccc2C(=O)C1=O	107
CCCCN(CCCC)CC(O)c1cc2c(Cl)cc(Cl)cc2c2cc(C(F)(F)F)ccc12 (configuration not stated)	92
C=CCc1cc(C)ccc1O	89
CC1(C)CC[C@]2(C(=O)O)CC[C@]3(C)C(=CCC4[C@@]5(C)C[C@@H](O)[C@@H]6OC(c7ccc(Cl)cc7)OC[C@@]6(C)C5CC[C@]43C)C2C1 (some centres not stated)	53
CCC12COC(OC1)OC2	79
O=C(O)c1cn(C2CC2)c2cc(N3CCN(C(=O)N(c4ccccc4)c4nc(-c5ccc(Br)cc5)cs4)CC3)c(F)cc2c1=O	79
C#CCNC(=O)CCC(=O)OC[C@]12CC[C@@H](C(=C)C)[C@@H]1C1CC[C@@H]3[C@@]4(C)CCCNC(C)(C)[C@@H]4CC[C@@]3(C)[C@]1(C)CC2 (some centres not stated)	-39*
O=C(CCCC1SCC2NC(=O)NC21)NCCCc1cn(CCOCc2ccccc2)nn1 (configuration not stated)	99
COc1cc(/C=C/C(=O)c2cccc(Nc3nc(Nc4ccccc4)nc(Nc4ccccc4)n3)c2)cc(OC)c1OC	9.0*
O=C(Nc1ccc(Cl)cc1)Nc1cccc(Oc2nnc(Cl)c3ccccc23)c1	67
More entries.
SMILES	HL-60(TB)
C=C1C(=O)O[C@H]2[C@H]1CC/C(COC(=O)CCCCCCCC(=O)OC/C1=C/CC[C@@]3(C)O[C@H]3[C@H]3OC(=O)C(=C)[C@@H]3CC1)=C\CC[C@@]1(C)O[C@@H]21	-18*
S=C(Nc1ccccn1)Nc1ccccn1	98
[O-]/[N+](=C\c1c(Cl)cccc1Cl)CC1(O)CCCCC1	106
O=C(Sc1ccccc1)n1nc(Cl)c2ccc([N+](=O)[O-])cc21	76
COC(C)CCOC(=O)c1ccc(C(C)C)cc1 (configuration not stated)	102
N#Cc1ccc(-c2nn(-c3ccc(C(=O)O)cc3)cc2CNc2ccc(F)cc2)cc1	87
c1ccc(C2=NN[C@H](c3cn(-c4ccccc4)nc3-c3ccccc3)C2)cc1	112
CC(=O)Nc1ccc2c(c1)Cc1cc(NC(=O)/C=C\C(=O)O)ccc1-2	106
O=C(CSc1nnc(-c2ccc(-c3nc4ccccc4[nH]3)cc2)o1)Nc1ccccc1	54
COc1cccc(/C=C/c2nc(=O)c3ccccc3o2)c1OC	87
Cc1ccc(C(=O)/C(=C\c2ccc([N+](=O)[O-])cc2)S(=O)Cc2ccc(F)cc2)cc1 (configuration not stated)	-7.4*
CCC1(CCSC#N)C(=O)NC(=O)NC1=O	98
Cc1ccc(C)c2c1sc1nc(N3CCOCC3)c(C#N)c(=O)n12	93
C=CCn1c(SCC(=O)Nc2ccc(Cl)cc2)nnc1-c1cc(-c2ccccc2)nc2ccccc12	95
c1coc(CNc2ncnc3nc[nH]c23)c1	96
COc1ccc(Cc2nccc3c(Cc4c(OC)c(OC)cc5c(Cc6ccc(OC)c(OC)c6)nccc45)c(OC)c(OC)cc23)cc1OC	84
C=CCN(CC=C)C(=O)Nc1cc(OC)ccc1OC	90
Nc1nc(C(=O)N/N=C/c2ccc(N3CCCCC3)cc2)nn1-c1ccc(S(N)(=O)=O)cc1	99
C[N+](C)(C)CC(=O)N/N=C\c1ccccc1C(=O)O	120
CC(O)CNC(=O)C(C)NC(=O)c1ccc(Br)s1 (configuration not stated)	106
COc1cc(-c2nn(-c3ccccc3)cc2-c2ccnc(NCCCNS(=O)(=O)c3cccc(F)c3)n2)ccc1Cl	98
C=CC(=O)N1CCN(c2ccc3nc4c(nc3c2C(F)(F)F)C(=O)c2ncccc2C4=O)CC1	-25*
CC(=O)c1ccccc1Oc1nccc(-c2ccc(Cl)cc2)n1	86

Source: PubChem
